High-throughput results deposited in PubChem by several laboratories.
Fh CTSL1 inh = Fasciola hepatica cathepsin L1 inhibitors, primary screen, counter-screen for PFM18AAP inhibitor project, biochemical, QFRET, fluorogenic peptide substrate. recombinant F. hepatica cathepsin L1, Z-Leu-Arg-MCA fluorescence. inhibition, % at 5.96 µM. 300,000 tested, 0.49% active. AID 1906, 2009;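 active means inhibition above the mean of all tested compounds plus 3 SD, set per screening campaign, cut at about 17% in these data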;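 further: 0% = plate median of test compound wells and 100% = 1 µM Z-Phe-Ala-diazomethylketone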
GASC-1 inh = inhibitors of GASC-1 histone demethylase, primary screen, biochemical, fluorescence, DELFIA europium. inhibition, % at 2.35 µM. GST-JMJD2C(1-420) H3K9me3 demethylation. 330,000 tested, 0.069% active;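 active means more than half of a compound's replicate wells show inhibition beyond 50%, single wells judged on their own value; inconclusive means some, but no more than half, of replicates pass 50% inhibition; inactive means no replicate passes 50% inhibition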;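 further: signal counts dimethyl H3K9 product captured on neutravidin plate; 0% = median of DMSO wells and 100% = 0.3 times that DMSO median; strong numbers were not always called active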
procasp3 activ = activators of human procaspase-3 D3A mutant, primary screen, biochemical, absorbance, PC-3 D3A mutant, single concentration. Caspase-3 (Homo sapiens), P42574. recombinant procaspase-3 D3A, Ac-DEVD-pNA absorbance 405 nm. activation, % at 8.5 µM. 330,000 tested, 0.11% active. AID 463141, 2010;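 active means activation above the mean of all tested compounds plus 3 SD, cut at about 21% in these data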;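 further: 0% = DMSO alone and 100% = DMSO wells spiked with extra 5 µM PC-3 D3A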
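Test system: Procaspase-3 D3A mutant, all three cleavage aspartates alanine | Dosing: Single dose, 8.5 µM nominal compound, 0.8% DMSO | Schedule: 1 h preincubation, 2 h reaction | Technique: 405 nm absorbance of p-nitroaniline, reads at 0 and 120 min | Repeats: One well per compound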
PP1 inh = PP1-alpha phosphatase inhibitors, primary screen, counter-screen for PP5 inhibitor project, biochemical, fluorescence, OMFP substrate, single point. purified PP1alpha. 320,000 tested, 0.9% active. Serine/threonine-protein phosphatase PP1-alpha catalytic subunit (Homo sapiens), P62136. inhibition, % at 6.7 µM;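 active means inhibition above the mean inhibition of all tested compounds plus 3 SD, computed separately for each screening campaign, cut at about 15% in these data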
Target sequence (P62136 whole entry, looked up): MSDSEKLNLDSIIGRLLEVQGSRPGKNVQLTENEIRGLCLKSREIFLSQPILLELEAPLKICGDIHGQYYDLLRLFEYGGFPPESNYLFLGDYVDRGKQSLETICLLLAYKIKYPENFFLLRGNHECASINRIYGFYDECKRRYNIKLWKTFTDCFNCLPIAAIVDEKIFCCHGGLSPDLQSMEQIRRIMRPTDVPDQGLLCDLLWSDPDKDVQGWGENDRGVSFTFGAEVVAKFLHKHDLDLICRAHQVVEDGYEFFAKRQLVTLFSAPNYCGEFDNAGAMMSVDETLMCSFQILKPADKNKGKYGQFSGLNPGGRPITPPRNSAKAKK
procasp7 counter = procaspase-7 activators, primary screen, counter-screen for procaspase-3 activator project, biochemical, absorbance, HTS, human; 330,000 tested, 0.093% active; AID 463210, 2010; Caspase-7 (Homo sapiens), P55210; recombinant procaspase-7, Ac-DEVD-pNA absorbance 405 nm; D23A/D198A/D206A triple mutant, cannot self-cleave; scale: DMSO 0, 5 µM enzyme 100; activation, % at 8.5 µM;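 active means percent activation above the screen-wide mean plus 3 SD, cut at about 25% in these data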
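System: Procaspase-7 triple mutant (PC-7 D3A); measure: % activation from two-timepoint absorbance difference, scaled to controls; times: 1 h compound preincubation, 2 h substrate cleavage, 25 °C; also added: Ac-DEVD-pNA substrate, 400 µM as added; measured by: Epi-absorbance of released pNA at 405 nm, two timepoints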
core dimer inh = inhibitors of HCV core protein dimerization, primary screen, biochemical, TR-FRET, high-throughput; TR-FRET GST/Flag-core106 dimerization, 1536-well; 300,000 tested, 0.33% active; inhibition, % at 5 µM;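 active means inhibition above the mean of all tested compounds plus 3 SD, set per screening campaign, cut at about 45% in these data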
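Assay system: Tagged HCV core106 pair (GST and Flag) | Buffer or medium: KF-containing HEPES buffer, pH 7.45, DTT, CHAPS, BSA | Also added: Eu donor and XL665 acceptor anti-tag antibodies | Dosing: One concentration, 5 µM, in 0.5% DMSO | Timing: 4 h at 22.5 °C | Technique: TR-FRET 671 and 617 nm emission | Repeats: Singlicate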
GRK2 aptamer HTS = compounds blocking aptamer binding on GRK2 – biochemical, human GRK2, bead flow cytometry, HTS, primary screen. Beta-adrenergic receptor kinase 1 (Homo sapiens), P25098. FAM-aptamer displacement from GRK2. inhibition of aptamer binding, % at 10 µM. 330,000 tested, 0.59% active. AID 488847, 2010;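 active means inhibition of aptamer binding above 40%, roughly 3 SD of noise, on plates passing a quality check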;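 further: median bead fluorescence of bound FAM aptamer so fluorescent compounds give negative values; no value below 0 was filed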
Target sequence (P25098 whole entry, looked up): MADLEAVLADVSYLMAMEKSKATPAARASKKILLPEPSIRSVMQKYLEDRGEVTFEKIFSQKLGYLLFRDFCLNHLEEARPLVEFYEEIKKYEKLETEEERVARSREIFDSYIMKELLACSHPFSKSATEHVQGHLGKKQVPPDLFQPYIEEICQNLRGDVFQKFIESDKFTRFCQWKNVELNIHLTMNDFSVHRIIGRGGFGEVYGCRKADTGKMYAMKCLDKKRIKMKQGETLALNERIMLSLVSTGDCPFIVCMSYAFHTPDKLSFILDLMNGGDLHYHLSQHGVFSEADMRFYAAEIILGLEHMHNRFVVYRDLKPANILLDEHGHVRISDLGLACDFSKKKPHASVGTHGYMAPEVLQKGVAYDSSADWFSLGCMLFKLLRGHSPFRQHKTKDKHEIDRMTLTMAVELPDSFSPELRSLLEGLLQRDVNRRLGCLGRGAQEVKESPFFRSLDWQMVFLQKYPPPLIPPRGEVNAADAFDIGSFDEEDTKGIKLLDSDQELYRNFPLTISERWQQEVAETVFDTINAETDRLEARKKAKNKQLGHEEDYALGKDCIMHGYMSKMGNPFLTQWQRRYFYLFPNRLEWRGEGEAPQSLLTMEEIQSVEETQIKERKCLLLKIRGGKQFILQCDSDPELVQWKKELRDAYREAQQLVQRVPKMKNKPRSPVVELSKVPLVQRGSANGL
PP5 inh = PP5 phosphatase inhibitors, primary screen, biochemical, fluorescence; Serine/threonine-protein phosphatase 5 (Homo sapiens), P53041; purified PP5c, OMFP substrate fluorescence; inhibition, % at 6.7 µM; 320,000 tested, 0.18% active; AID 1987, 2009;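 active means inhibition above the campaign's mean inhibition across all tested compounds plus 3 SD, cut at about 9.5% in these data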;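 further: 0% = DMSO only and 100% = 100 µM cantharidin control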
VLA-4 inh = inhibition in human VLA-4 binding assay, primary screen, VLA-4 allosteric modulator project, MLPCN library, flow cytometry, VLA-4 expressing cells; ligand binding flow cytometry; inhibition, % (about 7 µM as worked out from the volumes in the protocol); 330,000 tested, 0.2% active; in the data active means inhibition above about 50%
Starred values were filed as active, the others as inactive; ? = inconclusive; · = no result given.

#	Molecule	Fh CTSL1 inh	GASC-1 inh	procasp3 activ	PP1 inh	procasp7 counter	core dimer inh	GRK2 aptamer HTS	PP5 inh	VLA-4 inh
1	CCOc1cc(CNc2ccc3[nH]c(=O)[nH]c3c2)ccc1OCC(=O)NC(C)(C)C	-2	3	-6	3	3	-11	0	1.5	-4
2	CCOC(=O)CSc1nnc([C@@H](NC(=O)OC(C)(C)C)C(C)C)o1	10	4	2	-2	-13	4	0	1.6	-1
3	COc1ccccc1N(C)S(=O)(=O)c1ccc(C(=O)NC(C)(C)C)cc1	-2	15	3	-1	3	2	0	-1.7	7
4	CN(CC(=O)Nc1ccc(N2CCOCC2)cc1)CC(=O)Nc1ccc(N2CCOCC2)cc1	-1	-2	-3	-7	-1	3	1	2.0	-4
5	Cc1c(C(=O)NCc2ccccn2)oc2c(Cl)cccc12	·	3	1	-1	5	·	1	0.0	3
6	O=C(O)c1sccc1Oc1ccc(F)cc1[N+](=O)[O-]	2	17	5	4	6	1	2	-0.6	-6
7	CCOC(=O)c1ccc(NC(=S)N(CCCN2CCN(C)CC2)Cc2cccs2)cc1	-1	3	-8	-1	-5	7	0	1.3	4
8	CS(=O)(=O)N1CCc2cc(C(=O)Nc3ccccc3Cl)ccc21	8	-2	-1	-3	4	11	2	-2.8	-18
9	CCC(CC)NC(=O)c1cc2c(C)nn(Cc3ccccc3Cl)c2s1	3	4	-3	0	5	9	0	0.6	10
10	COc1cc(C(=O)NNC(=O)c2cccn2C)cc(OC)c1OC	0	-6	2	-3	5	1	2	-2.1	28
11	N#Cc1ccccc1OCC(=O)OCC(=O)NC1CC1	·	-6	7	-3	8	·	2	1.6	3
12	CC(=O)c1cc(C(=O)Nc2ccc(C(=O)O)cc2)oc1C	9	-7	2	-5	3	0	0	-1.0	-10
13	CCOC(=O)C(NCc1ccco1)(NC(=O)c1ccccc1)C(F)(F)F (stereo not drawn)	-1	-5	4	1	22	-4	0	2.7	19
14	CCN(CC)c1ccc(Nc2nc(-c3cccnc3)cs2)cc1	1	2	-19	10	-31	-24	1	3.6	9
15	O=C(Nc1ccccc1N1CCN(C(=O)c2ccccc2)CC1)c1cccc(Cl)c1	-2	5	3	1	7	11	2	2.8	1
16	Cc1cccc(/C=N/NC(=O)Cn2nccc2C)n1	1	-1	11	-1	-1	-12	1	0.5	13
17	N=C1/C(=C\c2ccc(-c3cccc(C(=O)O)c3)o2)C(=O)N=C2SC=C(c3ccccc3)N12	6	5	-5	45*	-2	25	2	0.9	-1
18	CCn1cnc2c1c(=O)n(CC(=O)OC(C)C(N)=O)c(=O)n2Cc1ccccc1 (stereo not drawn)	-4	10	10	0	3	-6	1	0.4	11
19	O=C(COC(=O)Cc1ccc(S(=O)(=O)N2CCOCC2)s1)Nc1ccc2c(c1)OCO2	-6	-3	6	-4	5	0	3	-1.0	-11
20	Cc1ccc[n+](CC(=O)Nc2cccc([N+](=O)[O-])c2)c1	2	-1	3	-6	-3	5	0	-2.5	11
21	O=C(Nc1ncccc1O)c1cccc(S(=O)(=O)N2CCCC2)c1	3	?	-1	-3	4	3	2	-0.9	3
22	O=C(NCc1ccccn1)c1ccc([N+](=O)[O-])cc1	-1	0	7	-1	7	-2	11	-0.6	-1
23	CN(C)C(=O)COC(=O)c1cccc(CN2C(=O)c3ccccc3C2=O)c1	2	42	2	-1	9	-4	0	0.3	5
24	CCC1CN(C(=O)N2CCC(C(=O)NCc3cc(OC)c(OC)c(OC)c3)CC2)c2ccccc2O1 (stereo not drawn)	2	-10	4	1	-3	3	0	0.6	10
25	Cc1nc2ccccc2c2oc(C(=O)NCC3CCCO3)cc12 (stereo not drawn)	2	0	2	0	12	-2	1	3.5	12
26	O=C(O)CCC(=O)c1ccc2c(c1)OCCCO2	1	-13	0	-2	-9	4	0	1.5	-8
27	COc1ccccc1-c1coc2c(CN3CCN(C)CC3)c(O)ccc2c1=O	0	-3	-2	-2	2	-4	3	1.2	-5
28	COc1cccc(OC)c1C(=O)NNC(=O)c1cccnc1	-4	-17	-6	-5	3	0	1	2.5	20
29	O=C(O)CSC1=NC(=Nc2cccc(Cl)c2)C2(CCCCC2)N1c1ccccc1	-3	8	-1	3	-5	-6	4	1.8	14
30	O=C(NCc1cccs1)C1CCCN(S(=O)(=O)c2cccs2)C1 (stereo not drawn)	-5	0	-9	-3	-2	0	0	4.0	11
31	O=C(NCc1ccc2c(c1)OCO2)c1c(-c2ccccc2)sc2ccccc12	·	21	7	·	0	·	1	·	-17
32	O=C(Nc1ccc(F)cc1)c1cccnc1Oc1ccccc1	2	10	2	0	-6	5	0	3.0	9
33	Cc1ccccc1NC(=O)NC(C)(C)CC(C)(C)C	-1	-1	-3	1	13	-3	0	-1.7	6
34	COc1ccc(C2NC(c3ccc(OC)cc3)C(C)C(=O)C2C)cc1 (stereo not drawn)	0	32	-3	-2	-8	3	3	-0.6	2
35	COc1cccc2sc(NC(=O)c3ccc(Br)s3)nc12	1	-3	3	3	6	11	0	0.5	18
36	N#Cc1ccccc1NC(=O)c1ccc2c(Cl)c3c(nc2c1)CCCC3	0	8	0	-1	-11	10	5	1.0	28
37	Cc1ccccc1C(=O)Nc1nnc(S(=O)(=O)N(C)Cc2ccco2)s1	0	-5	-7	-1	9	1	2	2.7	37
38	Cc1nnc(SCC(=O)NC2CCS(=O)(=O)C2)n1-c1ccccc1 (stereo not drawn)	-4	3	-2	4	6	0	3	0.8	-11
39	CCCCC1=CC2=CC(=O)C(C)(OC(=O)CC)C(=O)C2=CN1CCCOC(C)C (stereo not drawn)	0	1	-4	-5	6	2	3	4.1	27
40	CCOc1cc(/C=N\O)cc(Cl)c1OCC	-4	-5	6	5	-2	0	0	3.5	-1
41	NC(=O)C1CCN(c2nc(-c3ccc4c(c3)OCCO4)cs2)CC1	·	30	0	·	-7	·	0	·	11
42	C=CCC1(O)C(=O)N2C(=C1C(=O)N1CCOCC1)c1ccccc1CC2(C)C (stereo not drawn)	2	-2	-1	-4	-8	-2	0	3.5	6
43	O=C(CN1C(=O)c2ccccc2S1(=O)=O)NCc1cccs1	7	1	3	5	3	-19	6	-7.2	-1
44	CC(C)CCn1c(=O)c2ccccc2n2c(CN3CCCC3)nnc12	2	-3	-1	0	-8	0	0	-2.2	-1
45	CC(=O)N1CCc2c(sc(NC(=O)Cc3ccc(C)cc3C)c2C#N)C1	8	-29	-2	-5	10	-4	3	-1.4	13
46	Cc1cc(OCCCC(=O)Nc2nnc(C3CC3)s2)ccc1Cl	·	0	2	1	10	·	2	-2.0	37
47	COc1cccc(C(=O)Cn2c(N3CCCCC3)nc3c2c(=O)n(C)c(=O)n3C)c1	-1	-6	5	0	4	2	1	3.2	-3
48	NS(=O)(=O)c1ccc(CCNC(=O)CSc2nc3ccsc3c(=O)n2CC(=O)O)cc1	1	0	6	1	7	4	1	-0.5	-7
49	CSc1ccccc1OCc1cc(C(=O)N(C)C(C)c2nc(C)cs2)no1 (stereo not drawn)	0	-2	5	0	6	5	0	1.7	-10
50	Cc1nc2ccccc2nc1SCC(=O)c1ccccc1	0	8	-14	3	-13	9	0	0.7	17

Record cards, from the list above. Screens in order: Fh CTSL1 inh, GASC-1 inh, procasp3 activ, PP1 inh, procasp7 counter, core dimer inh, GRK2 aptamer HTS, PP5 inh, VLA-4 inh
Profile of CC(C)CCn1c(=O)c2ccccc2n2c(CN3CCCC3)nnc12 : 2, -3, -1, 0, -8, 0, 0, -2.2, -1
Profile of O=C(CN1C(=O)c2ccccc2S1(=O)=O)NCc1cccs1 : 7, 1, 3, 5, 3, -19, 6, -7.2, -1

Next part
#	Molecule	Fh CTSL1 inh	GASC-1 inh	procasp3 activ	PP1 inh	procasp7 counter	core dimer inh	GRK2 aptamer HTS	PP5 inh	VLA-4 inh
51	Cc1c[n+]([O-])n(-c2ccc(C(=O)O)cc2)n1	-2	2	-3	-1	-5	4	3	2.3	15
52	COc1cc(C(=O)OCC(=O)NC2CCCCC2)cc(OC)c1OC	·	0	4	·	1	·	3	·	0
53	CCOC(=O)C1CCN(Cc2cc(C(C)C)c(O)c(C(C)C)c2)CC1	0	16	3	-3	-6	-1	1	2.5	9
54	CC(NC(=O)NC(=O)c1ccc(Cl)cc1)c1ccccc1 (stereo not drawn)	1	13	-3	0	-6	4	4	3.4	11
55	CC1CC(=O)c2cnc(Nc3cccc(C(F)(F)F)c3)nc2C1 (stereo not drawn)	2	·	7	2	8	1	5	3.7	6
56	O=C(NC1CCCCC1)C(c1cccnc1)N(C(=O)CCl)c1cccc(Cl)c1 (stereo not drawn)	5	5	-1	1	-13	-6	0	0.0	8
57	CCOC(=O)c1sc(/N=C/C2=C(O)CC(C)(C)CC2=O)c(C(=O)OCC)c1C	0	-23	-2	-2	7	1	0	-0.1	11
58	CC(C)NC(=O)COC(=O)c1ccccc1Oc1ccccc1	-4	1	2	0	3	5	4	2.6	18
59	Cc1cc(O)cc(=O)n1CCc1ccccc1	2	0	1	-3	2	-11	7	-7.3	-1
60	Cc1ccc(NC(=O)Cn2nc(C)c([N+](=O)[O-])c2C)cc1C	-3	7	9	-2	14	-3	2	-1.6	0
61	CCOCCCNC(=O)c1cc(Nc2ccc(OC)cc2OC)nc2ccccc12	2	-18	2	-3	3	-2	0	1.1	3
62	Cc1ccc(C(=O)CN(C(=O)c2ccc(Cl)c(Cl)c2)N2C(=O)C3CCCCC3C2=O)cc1 (stereo not drawn)	-1	-4	0	-4	3	0	1	0.4	0
63	NC(N)=NC1=NC(=O)/C(=C/c2ccccc2-n2cccn2)S1	2	-1	2	-2	6	-3	0	0.5	15
64	CCN1CCC(NC(=O)Nc2cccc(C(F)(F)F)c2)CC1	1	8	9	-2	3	-1	0	1.2	12
65	C/C(=N\OC(=O)Nc1ccccc1)c1cnn(-c2cc(C(F)(F)F)cc(C)n2)c1C	-1	1	-5	1	0	-1	2	-0.5	18
66	COc1ccc(C(=O)NNC2=CC(=O)CC(C)(C)C2)cc1	0	1	1	-1	4	-3	1	1.8	14
67	Cn1c(CS(=O)Cc2c(Cl)cccc2Cl)nnc1SCc1c(Cl)cccc1Cl (stereo not drawn)	-2	3	-3	-8	-1	3	2	0.8	0
